Assay outcomes from PubChem BioAssay.
KinaseGlo FLuc = blocks Kinase-Glo luciferase, a counter-screen artifact; Potency, µM (top dose mostly 38.3 µM), for inactives: top-dose activity change, negative = inhibition, hits mostly inhibitors; 200,000 compounds, 0.28% hits; Kinase-Glo luciferase, ATP luminescence, 8 min; Q27757; also: % is scaled to controls: 0 for no effect and ±100 for the full control effect; nearly all actives have a fitted effect of over 60% in size
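Luminescence was the read-out, taken after 8-minute incubation at ambient temperature. Luciferase turned over luciferin with 10 uM ATP in imidazole pH 7.2 buffer containing KCl, MgCl2, Tween 20 and BSA.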
KDM4E inh = inhibitors of human JMJD2E histone demethylase. JMJD2E catalytic domain, FDH-coupled NADH fluorescence (FDH is formaldehyde dehydrogenase). Potency, µM (top dose mostly 57.1 µM), without a hit: top-dose activity change, negative = inhibition, usual class: inhibitors. B2RXH2. 230,000 compounds, 1.6% hits. AID 2147; active = well fitted inhibition curve with a large enough effect, not every such curve was filed as active; inconclusive = small, poorly fitted or top-dose-only effect, or another doubt; inactive = no such curve, though single readings can be large or run the other way;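 also: 0% = wells with enzyme and -100% = buffer wells without enzyme; nearly all actives have a fitted effect of over 50% in size; many of its hits are not listed in these tables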
Target sequence (B2RXH2 1-337 limits assumed): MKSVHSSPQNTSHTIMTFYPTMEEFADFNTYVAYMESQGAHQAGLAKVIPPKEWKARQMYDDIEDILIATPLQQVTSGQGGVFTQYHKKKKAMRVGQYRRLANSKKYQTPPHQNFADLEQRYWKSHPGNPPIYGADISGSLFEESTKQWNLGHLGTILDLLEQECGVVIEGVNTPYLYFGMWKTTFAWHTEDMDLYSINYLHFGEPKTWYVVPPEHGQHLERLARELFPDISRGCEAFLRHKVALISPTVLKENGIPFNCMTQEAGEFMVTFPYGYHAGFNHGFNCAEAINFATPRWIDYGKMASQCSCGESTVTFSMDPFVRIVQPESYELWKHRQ
SMN2 splice enh = SMN2 splice variant enhancement | HEK293 SMN2-luciferase splicing reporter, luminescence, 30-36 h | 210,000 compounds, 2.8% hits | Potency, µM (highest dose often 46.1 µM), for inactives: at the top dose activity change, positive = activation, usual class: activators; also: % of control where 0% means no effect; nearly all actives have a fitted effect of over 55% in size
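HEK293 cells carry an SMN2 […]–luciferase reporter in which exon 7 inclusion puts luciferase in frame. Cells were plated 10-12 h before compound addition, then incubated 30-36 h at 37C. ONE-Glo luminescence was read; sodium butyrate at 4.5 mM final served as control.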
Tau ThT inhib = inhibitors of human tau fibril formation, thioflavin T binding; P10636; recombinant tau K18 P301L (four-repeat tau fragment), heparin-induced fibrillization, ThT fluorescence; Potency, µM (titrated, usually from 57.4 µM), without a hit: top-dose activity, negative = inhibition, actives largely listed as inhibitors; 270,000 compounds, 2.1% hits; also: % is scaled to controls: 0 for no effect and ±100 for the full control effect; nearly all actives have a fitted effect of over 55% in size
Target sequence (P10636 561-689 P618L limits assumed): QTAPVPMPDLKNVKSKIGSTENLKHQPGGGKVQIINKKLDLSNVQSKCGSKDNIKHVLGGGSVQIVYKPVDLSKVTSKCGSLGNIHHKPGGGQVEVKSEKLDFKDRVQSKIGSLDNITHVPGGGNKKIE
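In this qHTS, human K18 P301L tau is incubated with compound and heparin for 6 hr at 37 C, and Thioflavin T fluorescence then reports fibril load.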
RECQ1 helicase = blocks DNA unwinding by human RECQ1; RECQ1 DNA unwinding, red fluorescence kinetic read; Potency, µM (titrated, usually from 57.3 µM), without a hit: top-dose activity, negative = inhibition, usual class: inhibitors; 240,000 compounds, 0.54% hits; P46063; AID 2549;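 also: plate controls were vehicle for no effect and no enzyme for full effect; nearly all actives have a fitted effect of over 30% in size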
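RECQ1T1 50 nM; forked duplex (20 bp + 30-nt ss tails) 200 nM, ATP 2 mM final; pH 8.0, 2 mM MgCl2, 2.5 ug/ml poly(dI-dC); 15 min compound preincubation; discontinuous kinetic read over 2 h at RT.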
ALDH1A1 inh = ALDH1A1 (human) enzyme inhibition. AID 1030. 220,000 compounds, 7.3% hits. Potency, µM (series often up to 75.3 µM), inactives show at the top dose activity, negative = inhibition, hits mostly inhibitors. P00352. Purified ALDH1A1, NADH fluorescence, propionaldehyde substrate; active = well fitted inhibition curve with a large enough effect, not every such curve was filed as active; inconclusive = small, poorly fitted or top-dose-only effect, or another doubt; inactive = no such curve, though single readings can be large or run the other way;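 also: plate controls were no enzyme wells and a reference inhibitor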
Target sequence (P00352 whole entry, looked up): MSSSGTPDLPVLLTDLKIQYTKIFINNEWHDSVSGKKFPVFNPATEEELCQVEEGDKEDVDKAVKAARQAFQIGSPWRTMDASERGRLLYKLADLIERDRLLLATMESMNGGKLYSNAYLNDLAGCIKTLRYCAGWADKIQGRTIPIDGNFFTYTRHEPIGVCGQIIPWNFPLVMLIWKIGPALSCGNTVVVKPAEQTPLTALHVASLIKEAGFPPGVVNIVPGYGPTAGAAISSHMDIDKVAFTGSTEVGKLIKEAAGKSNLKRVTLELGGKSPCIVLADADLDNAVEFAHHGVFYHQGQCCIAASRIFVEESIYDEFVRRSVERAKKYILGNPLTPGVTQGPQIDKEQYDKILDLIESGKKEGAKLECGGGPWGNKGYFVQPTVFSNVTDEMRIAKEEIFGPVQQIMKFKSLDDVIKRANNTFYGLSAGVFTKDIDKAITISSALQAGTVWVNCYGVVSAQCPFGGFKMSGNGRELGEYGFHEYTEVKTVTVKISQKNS
Lamin A splicing = changes lamin A minigene splicing in HeLa cells | HeLa LMNA splicing GFP/RFP minigene ratio, 48 h | Potency, µM (doses to about 46.1 µM), inactives show at the highest dose ratio change, negative = inhibition, most hits filed as inhibitors | 200,000 compounds, 0.01% hits | AID 1487; active = well fitted inhibition curve with a large enough effect in the signal ratio, with a control signal flat, not every such curve was filed as active; inconclusive = small, poorly fitted or top-dose-only effect, or effect the other way, or a change in a side signal; the % refers to the signal ratio; also: % is scaled to controls: 0 for no effect and ±100 for the full control effect
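S3 HeLa cells stably expressing lamin A-EGFP splicing minigene plus DsRed2, 600 cells/well, 48 h compound exposure at 37C. Laser-scanning cytometry; analysed as GFP (500-530 nm)/RFP (575-640 nm) total intensity ratio; 0.5% DMSO vehicle.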
L3MBTL1 block = inhibitors of human L3MBTL1; 230,000 compounds, 0.66% hits; Q9Y468; AlphaScreen L3MBTL1–H3K9me1 peptide binding; Potency, µM (doses to about 57.1 µM), for the others: at the top dose activity, negative = inhibition, actives largely listed as inhibitors; also: % is scaled to controls: 0 for no effect and ±100 for the full control effect; nearly all actives have a fitted effect of over 60% in size
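AlphaScreen proximity signal between nickel-chelate acceptor and streptavidin donor beads (final 10 ug/mL) reports binding of 50 nM L3MBTL1 to 75 nM biotin-H3 K9me1 peptide; complex incubated with compounds 30 min at room temperature; cefsulodin titration as control.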
Starred values were filed as active, the others as inactive; i = inactive; ? = inconclusive; nt = no result given; [ ] = dose if it differs, or a comment. Unless noted, calls follow the shape of the dose curve; as a rule, active = well fitted curve in the direction sought with a large enough effect; inconclusive = small, poorly fitted or top-dose-only effect, or another doubt; inactive = no such curve, though single readings can be large; an effect the other way counts as inactive or inconclusive. Potency is read from the fitted curve at half-maximal effect.

SMILES	KinaseGlo FLuc	KDM4E inh	SMN2 splice enh	Tau ThT inhib	RECQ1 helicase	ALDH1A1 inh	Lamin A splicing	L3MBTL1 block
Cc1ccc(CCN2CC(C(=O)NCCCN3CCN(C)CC3)CC2=O)cc1 (stereo unspecified)	2%	-2%	-8%	-6%	-5%	?	7%	4%
CCc1ccc(NC(=O)CSc2nc3ccccc3c(=O)n2CCCN2CCC(C)CC2)cc1	-2%	-9%	-51%[inhibitor]	-5%	7%	-6%	nt	nt
O=C(NCC1(N2CCCCC2)CCCCC1)c1ccc(S(=O)(=O)N2CCCC2)cc1	nt	-18%	nt	-10%	11%	nt	nt	0%
Cc1ccc(CNn2cnnc2SCc2ccc(F)cc2)cc1	1%	-2%	-21%	10%	-9%	8%	?	7%
O=C(c1ccc(C(F)(F)F)cc1)N1CCC(=O)N(C(COCc2ccccc2)Cc2ccccc2)CC1 (stereo unspecified)	-5%	-1%	6%	4%	-1%	-11%	?	-2%
COCCNC(=O)CSc1nc(N)c(NC(=O)c2ccccc2F)c(=O)[nH]1	-1%	9%	12%	4%	1%	6%	-10%	5%
CCOc1ccccc1N1CN(C2CCCCC2)CNC1=S	nt	9%	nt	-10%	i	-8%	nt	-6%
CCCCc1ccc(NC(=O)N[C@@H](C)C(=O)O)cc1	nt	-3%	nt	-2%	2%	nt	nt	7%
Cc1cc(=O)[nH]c(N/N=C2/CCCC/C2=C\c2ccccc2)n1	nt	?	nt	?	-2%	nt	nt	5%
O=C(O)CCn1ccnc1-c1ccccc1	17%	-3%	27%	-12%	i	15%	3%	nt
CC(NC(=O)COC(=O)CCNC(=O)c1ccco1)C12CC3CC(CC(C3)C1)C2 (stereo unspecified)	5%	-1%	8%	-4%	-13%	-2%	11%	6%
O=C(COC(=O)/C=C/C(=O)OCC(=O)NC12CC3CC(CC(C3)C1)C2)NC12CC3CC(CC(C3)C1)C2	1%	2%	-55%[inhibitor]	-4%	0%	4µM*	?	-4%
CC(C)(C)C1CCC(OCC(O)CN2CCN(c3ccccc3)CC2)CC1 (stereo unspecified)	-3%	-2%	-16%	?	-14%	3%	-1%	-3%
COc1ccc(OC)c(-n2c(C)cc(C=O)c2C)c1	1%	-11%	13%	-3%	-2%	5.6µM*	-3%[46 µM]	-13%
Cc1ccc(NC(=O)CCSc2nc(C)cc(C)n2)cc1	-2%	2%	-21%	-17%	i	-1%	6%	nt
Cc1c(-n2c(SCC(N)=O)nc3ccccc3c2=O)c(=O)n(-c2ccccc2)n1C	0%	6%	18%	-1%	i	8%	nt	nt
CC1=NN(CCC#N)C(=O)/C1=C/c1ccc(N(C)C)cc1	-14%	-16%	0%	25µM*	i	7.9µM*	-2%[46 µM]	-29%
CCCCCC(=O)Nc1ccc(-c2csc(N)n2)cc1	nt	-8%	nt	?	-1%	?	nt	nt
CCOc1cccc(C(=O)NC(=S)Nc2ccc(N3CCCC3)cc2)c1	-1%	-8%	-38%[inhibitor]	?	-10%	7.1µM*	-7%	-28%
Cc1nnc2sc(-c3ccccn3)nn12	0%	-2%	?	0%	-4%	8%	2%	nt
CNc1ccc(/C=C2\COc3ccccc3C2=O)cc1[N+](=O)[O-]	-3%	1%	10%	1.6µM*	i	14%	13%	nt
COc1ccc(-c2c3c(=O)n(C)c(=O)n(C)c3cn2-c2ccccc2O)cc1	nt	?	nt	-10%	4%	nt	nt	-21%
COc1ccc(/C=C(/C#N)C(=O)Nc2cccc([N+](=O)[O-])c2)cc1C(=O)O	-3%	3%	-4%	?	i	?	nt	-13%
CC1CCC(C(C)C)C(OC(=O)C[n+]2cccc(C(N)=O)c2)C1 (stereo unspecified)	7%	5%	6%	-3%	-8%	6%	17%	6%
O=C(Nc1cccc(Cl)c1)N1CCN2C(=O)c3ccccc3C12c1ccccc1 (stereo unspecified)	-2%	4%	1%	-4%	-8%	1%	?	1%
CC(=O)N1[C@H](C)C=C[C@]1(Cc1ccccc1)C(=O)NCCc1c[nH]c2ccccc12	-3%	?	-17%	-18%	4%	?	nt	-6%
O=C(NC1CCCCC1)c1ccc(S(=O)(=O)c2ccccc2)cc1	-4%	-8%	nt	-1%	5%	4%	nt	-26%
COCCNC(=O)Cn1cc(C(=O)c2ccco2)c2ccccc21	2%	?	1%	-11%	-16%	1%	13%[46 µM]	nt
COc1cccc2cc(C(=O)OC3CCN(C)CC3)c(=O)oc12	0%	-23%	-9%	-8%	5%	-5%	-4%	-11%
O=C(c1cc(N2C(=O)C3C4CCC(C4)C3C2=O)ccc1Cl)N1CCN(c2ccc(F)cc2)CC1 (stereo unspecified)	2%	2%	-45%[inhibitor]	-10%	-2%	-8%	?	4%
CSc1ccccc1NC(=O)c1ccoc1C	5%	0%	4%	-21%	8%	?	0%	-2%
Cc1ccc(CCNC(=O)C2CCCN(S(=O)(=O)c3c(C)noc3C)C2)cc1 (stereo unspecified)	-2%	3%	-15%	-7%	-11%	2%	?	8%
CCCc1cc(=O)n2[nH]c(C)cc2n1	3%	?	-3%	-4%	-2%	-10%	-4%	6%
O=C(Cc1c[nH]c2ccccc12)NCc1ccc(Cl)cc1Cl	-1%	-18%	17%	?	-4%	-4%	?	-3%
COc1ccccc1C(=O)C1CCCN(Cc2ccc3c(c2)OCCO3)C1 (stereo unspecified)	nt	-12%	nt	-16%	-17%	nt	nt	-14%
O=C(CNC(=O)c1ccco1)OCN1C(=O)c2ccccc2C1=O	-6%	12%	-8%	-9%	3%	10%	13%	-1%
COC(=O)CNc1nc(C2CC2)nc2c1nnn2Cc1ccccc1Cl	1%	-5%	-30%[inhibitor]	-8%	-4%	1.6µM*	-8%	4%
CCOC(=O)Cc1nc2nc(C)cc(C)n2n1	-2%	?	-7%	10%	i	0%	nt	-6%
O=C(Cn1c(=S)nc2ccccn21)N1CCc2ccccc2C1	1%	?	13µM*	-8%	0%	-10%	-1%	31%[activator][11.4 µM]
COc1ccc(N=C2NC(=O)C(CC(=O)NCCc3ccc(OC)c(OC)c3)S2)cc1 (stereo unspecified)	2%	-5%	4%	-8%	-13%	11µM*	-7%[46 µM]	-6%
CN(C(=O)CSc1nc(N)c2c3c(sc2n1)CSC(C)(C)C3)c1ccccc1	4%	?	-19%	4%	-16%	?	-15%	-4%
Cc1ccc(C)c(Cn2c(O)c(N=NC(=S)Nc3ccccc3F)c3ccccc32)c1	0%	-4%	-40%[inhibitor]	?	0%	13µM*	nt	nt
COc1cccc(NC(=O)Cc2c(O)c3ccccc3[nH]c2=O)c1	0%	?	-1%	-1%	-6%	2%	-1%	-10%
Clc1ccccc1OCc1nc(-c2ccncc2)no1	2%	9%	13µM*	?	6%	14%	2%	8%
NC(=S)NNc1ccnc2cc(Cl)ccc12	0%	-18%	11%	?	-2%	1.4µM*	?	-3%
O=C1CC(C(=O)Nc2ccc(Cl)cc2[N+](=O)[O-])C2(CCCCC2)O1 (stereo unspecified)	2%	13%	-18%	-6%	-1%	2%	-14%	-8%
O=c1[nH]c(CSc2ccccn2)nc2ccccc12	-18%	0%	11µM*	-9%	i	-10%	nt	nt
Cc1cc(C)nc(SCc2nnc(SCC(=O)NCc3ccco3)n2-c2ccccc2)n1	2%	-3%	-9%	-8%	-3%	?	10%	-9%
CCOC(=O)Cc1csc(NC(=O)C(C)(C)C)n1	-1%	0%	?	-6%	0%	9%	2%	3%[11.4 µM]
Cc1ccc(/C=C2\SC(=S)N(CCCC(=O)Nc3ccccn3)C2=O)cc1	4%	6%	-62%[inhibitor]	?	-7%	-2%	-7%	-4%
CCOC(=O)c1c(NC(=O)C2C3C=CC(C3)C2C(=O)O)sc2c1CCCC2 (stereo unspecified)	-2%	?	5%	-15%	i	-5%	nt	1%
Cc1nc(N2CCC(C)CC2)c2c(C)c(C(=O)O)sc2n1	-3%	-1%	-14%	-11%	-1%	-7%	17%	-4%
CC(C)C[C@H](NC(=O)OC(C)(C)C)C(=O)N1CCC(C(=O)O)CC1	-1%	2%	-10%	-8%	i	3%	-2%[0.0737 µM]	2%
CN(C)C=NC(=O)c1cccn1-c1ncc(C(F)(F)F)cc1Cl	0%	5%	-17%	0%	-5%	4%	10%[46 µM]	7%
COc1cc(-c2cc(C(=O)Nc3ccccc3N3CCOCC3)c3ccccc3n2)cc(OC)c1OC	4%	?	-6%	-10%	-14%	?	?	-2%
COC(=O)c1ccccc1NC(=O)NC1CC1	2%	2%	9%	3%	i	-7%	nt	-4%
CC1CCCCN1C(=O)c1cc2nc(-c3ccccc3)cc(-c3ccccc3)n2n1 (stereo unspecified)	-1%	?	11%	-15%	-4%	?	?	65%[activator]
O=C(CCCc1ccccc1)N1CCN(c2ccc([N+](=O)[O-])cc2)CC1	-3%	-1%	nt	2.2µM*	0%	22µM*	-1%[0.0737 µM]	-9%
COc1ccc(NC(=O)N2CC3(CCN(C(=O)c4csnn4)CC3)C2)cc1	1%	nt	-1%	nt	-4%	-6%	nt	nt
COC(=O)c1ccc(C)c(NC(=O)c2ccc(Cn3cc([N+](=O)[O-])cn3)o2)c1	0%	0%	-23%	1%	i	6%	-1%	4%
CCn1c(-c2ccc(C(C)(C)C)cc2)n[nH]c1=S	1%	?	-39%[inhibitor]	-24%	-3%	?	-11%	-1%
COc1ccc(/C=C\C(=O)NCc2ccc3c(c2)cc(C)n3C)cc1OC	1%	3%	-2%	4%	-14%	6%	?	-12%
COc1cc2c(cc1NC(=O)Nc1cccc(C)c1)oc1ccccc12	3%	?	-49%[inhibitor]	?	-12%	?	-7%	nt

Some of the compounds tested (hit frequency here may not be typical).
